LYP inhibition: inhibition of human PTPN22 tyrosine phosphatase – biochemical, DiFMUP fluorescence, recombinant catalytic domain, 10 µM, primary screen (AID 606); recombinant LYP catalytic domain, DiFMUP fluorescence; higher % means a stronger effect; inhibition, % at 10 µM; hits with a dose series show IC50 in µM; 52,000 tested, under 10 active;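 active = IC50 under 40 µM in the dose-response test; inactive = IC50 of 40 µM or more, or never dose-tested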
HPDE-C7K KRASV12: viability loss of HPDE-C7K cells – cell-based, fluorescence, HTS, primary screen (AID 431); HPDE-C7K KRASV12 cells, Alamar Blue viability, 48 h; higher % means a stronger effect; 1.7% of 63,000 active; one-dose cytotoxicity, % at 10 µM; EC50 in µM for titrated hits;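 active = compounds whose percent cytotoxicity in the single-dose primary screen, scaled between solvent and toxic-drug controls, exceeds 50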;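 note: 0% = DMSO solvent wells and 100% = doxorubicin-treated wells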
Alkaline phosphatase: inhibition of tissue-nonspecific alkaline phosphatase – biochemical, luminescent (AID 518) | purified TNAP enzyme, luminescent substrate readout; higher % means a stronger effect | 0.09% of 64,000 active | one-dose inhibition, % at 20 µM; IC50 in µM for titrated hits; in the data active = a potency from the dose series; inactive = the rest, 99 in 100 with inhibition below about 22%;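 note: plate controls were vehicle for no effect and reference inhibitor for full effect; many of its hits are not listed in these tables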
Spn DPM-DC inh: S. pneumoniae DPM-DC inhibition. purified DPM-DC, PK/LDH coupled NADH fluorescence. calls only at 10 µM. 0.49% of 65,000 active;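 active = the 320 compounds with the highest percent inhibition in the single-dose primary screen, excluding strongly autofluorescent ones, cut at about 32% in these data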;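 note: kinetic rate of NADH fluorescence loss reporting ADP formed by the decarboxylase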
HT1080 viability: cytotoxicity in HT1080 fibrosarcoma cells, cell-based, fluorescence readout (AID 620) | HT1080 viability, fluorescence; higher % means a stronger effect | one-dose cytotoxicity, % at 10 µM; EC50 in µM for titrated hits | 0.42% of 87,000 active;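 note: cells exposed to compound overnight then 4 h with Alamar Blue; 0% = vehicle DMSO and 100% = killing control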
PMK inhibit: inhibitors of Streptococcus pneumoniae phosphomevalonate kinase; inhibition, % at 10 µM; AID 539; purified PMK, PK/LDH-coupled NADH absorbance 340 nm; 0.49% of 65,000 active;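 active = top-ranked compounds by inhibition in the single 10 µM screen, taking a fixed number of the strongest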;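 note: 0% = full reaction with DMSO carrier and 100% = background rate without enzyme reaction; no value below 0 was filed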
Bfl-1 inhibitors: displacement of Bid BH3 peptide from Bfl-1 – biochemical, fluorescence polarization, FITC-Bid, mouse, primary screen (AID 432); one-dose displacement, % at 20 µM; IC50 in µM for titrated hits; 0.02% of 64,000 active; FITC-Bid BH3 peptide fluorescence polarization displacement; higher % means a stronger effect; in the data active = a potency from the dose series; inactive = the rest, 99 in 100 with displacement below about 15%; note: strong numbers were not always called active
HPDE-C7 cytotoxicity: HPDE-C7 pancreatic duct cell viability loss – fluorescence, HTS (AID 430). one-dose cytotoxicity, % at 10 µM; EC50 in µM for titrated hits. 1.8% of 63,000 active. HPDE-C7 pancreatic duct cells viability, fluorescence; higher % means a stronger effect;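 note: cells exposed to compound for 48 hours before viability readout; 0% = vehicle and 100% = reference cytotoxic drug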
Spn MK inh: inhibitors of Streptococcus pneumoniae mevalonate kinase. 0.48% of 65,000 active. purified MK, PK/LDH-coupled NADH absorbance 340 nm. inhibition, % at 10 µM;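 active = ranked among the strongest by inhibition in the single 10 µM screen, a fixed top-ranked set picked for dose follow-up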; note: no value below 0 was filed
PMK inhibit pilot replicates: second read-out of PMK inhibit, no call of its own (marks repeat the call); inhibition, %; measured here: pilot screen replicates
Spn MK inh pilot replicates: further read-out of Spn MK inh, marked with its call; inhibition, %; measured here: pilot screen replicates
Spn DPM-DC inh pilot screen %: recorded beside Spn DPM-DC inh, whose call it bears; inhibition, %; measured here: pilot screen trials
* marks the source's active call; other numbers are inactive results; i = inactive; · = not tested or not shown. Cut-off read from the data, not from the text of the source, unless noted: active = cytotoxicity above about 50%; inactive = the rest.

SMILES	LYP inhibition	HPDE-C7K KRASV12	Alkaline phosphatase	Spn DPM-DC inh	HT1080 viability	PMK inhibit	Bfl-1 inhibitors	HPDE-C7 cytotoxicity	Spn MK inh	others
CCN1CCN(C(=O)C2CCN(C(=O)c3cc4sccc4n3CC)CC2)CC1	3.5%	-7.7%	16.1%	i	1.0%	10.0	-2.5%	-11.1%	0.0	PMK inhibit pilot replicates=5.5;Spn MK inh pilot replicates=4.0;Spn DPM-DC inh pilot screen %=2.0
COc1ccccc1Nc1nc(N)nc(CN2CCCCCC2)n1	8.7%	0.6%	-3.9%	i	-2.7%	1.0	-1.2%	2.1%	1.0
O=C(c1ccccc1)c1cc(-c2ccccc2)on1	·	7.9%	11.9%	i	3.4%	3.0	-4.1%	3.6%	0.0
CCSc1nnc(-c2cccc(S(=O)(=O)N(C)C)c2)n1-c1cc(OC)ccc1OC	8.5%	1.8%	7.8%	i	-3.3%	10.0	-2.5%	-1.1%	1.0
COC(=O)C1=C(C)N=c2s/c(=C/c3cccs3)c(=O)n2C1c1cccs1 (centres undefined)	·	-3.0%	3.0%	i	0.5%	12.0	-5.1%	-7.6%	11.0
CCc1ccc2oc(=O)cc(CN3CCOCC3)c2c1	1.1%	4.9%	7.6%	i	20.5%	0.0	-7.6%	4.5%	1.0
COc1cccc(C2CC(c3ccccc3C)n3nc(N)nc3N2)c1 (centres undefined)	-4.0%	8.7%	5.9%	i	-0.6%	5.0	-2.9%	2.1%	3.0
O=C(O)CSC12CC3CC(C1)CC(C(=O)O)(C3)C2	14.7%	-19.1%	14.6%	i	9.4%	0.0	-2.8%	-16.9%	0.0
Cc1ccc(C)c(Cn2nnc3c(=O)[nH]c(C4CCCN(C(=O)C5CCCCC5)C4)nc32)c1 (centres undefined)	·	41.7%	9.5%	i	-12.2%	6.0	-4.7%	40.2%	0.0
COC(=O)C1=C(C)NC(=O)CC1c1ccc(F)c(Br)c1 (centres undefined)	8.6%	-5.9%	9.3%	i	11.2%	0.0	-4.5%	-10.6%	0.0
c1coc(CNc2c3c(nc4ccccc24)CCC3)c1	2.7%	-3.7%	7.9%	i	5.3%	0.0	9.6%	4.1%	8.0
O=C(CSc1cc(Cl)ccc1Cl)NCC1CCCO1 (centres undefined)	·	-12.5%	1.5%	i	-2.9%	25.0*	4.0%	-5.9%	0.0
Oc1c(C(c2cccs2)N2CCN(c3ccc(F)cc3)CC2)sc2ncnn12 (centres undefined)	10.5%	-0.1%	17.3%	i	-1.4%	6.0	-0.5%	-4.1%	11.0
CSc1nnc(Cc2cc(=O)[nH]c(=O)[nH]2)n1-c1cccc(C)c1	1.8%	6.1%	8.4%	i	7.0%	14.0	-4.8%	-5.2%	5.0
CS(=O)(=O)N(CC(=O)N1CCN(Cc2ccccc2)CC1)Cc1ccccc1	2.5%	-3.0%	6.0%	i	-4.2%	0.0	0.8%	-3.4%	4.0
O=S(=O)(c1ccc(Br)cc1)N1CCn2c(nc3ccccc32)C1	0.6%	1.9%	13.9%	i	4.8%	18.0	-11.1%	1.5%	3.0
OCCN1CCN(Cc2cc(Br)cc(Br)c2O)CC1	8.0%	·	3.4%	i	-0.2%	7.0	-2.8%	·	5.0
CC(=O)Nc1nc2c(c3c1c(=O)oc1ccccc13)CCCC2	9.3%	-5.5%	-0.2%	i	3.7%	0.0	-9.1%	-4.3%	2.0
OCC#CCSc1nnc(-c2ccccc2Br)o1	·	-4.7%	5.6%	i	-4.0%	7.0	-1.4%	-4.3%	5.0	PMK inhibit pilot replicates=2.0;Spn MK inh pilot replicates=0.0;Spn DPM-DC inh pilot screen %=0.0
CCOC(=O)C1=C(C)NC(=O)NC1c1c(O)ccc2ccccc12 (centres undefined)	10.8%	-25.8%	-6.6%	i	0.4%	7.0	-2.7%	-35.9%	6.0
CCOC(=O)N1CCC(NC(=O)CN2C(=O)COc3ccc(C(C)(C)C)cc32)CC1	16.3%	-1.9%	3.9%	i	-5.8%	21.0	0.3%	-7.5%	5.0
O=C1C2CC=C(Cl)CC2C(=O)N1CNc1ccccn1 (centres undefined)	11.5%	-3.7%	18.4%	i	-0.3%	0.0	-10.7%	-2.2%	4.0	PMK inhibit pilot replicates=1.0;Spn MK inh pilot replicates=0.0;Spn DPM-DC inh pilot screen %=3.5
O=C(Nc1cccc(Cl)c1)Nc1ccc2c(c1)OCO2	10.2%	27.3%	14.4%	i	5.9%	8.0	-13.3%	12.2%	1.0
CCn1c(CNc2ccc(OC)cc2)nnc1SCC(=O)c1ccc(OC)cc1	-1.2%	-21.0%	17.1%	i	-10.0%	3.0	3.5%	-39.8%	0.0	PMK inhibit pilot replicates=1.0;Spn MK inh pilot replicates=0.0;Spn DPM-DC inh pilot screen %=0.5
O=C(COc1ccccc1Cl)N1CCCC1	12.8%	-10.4%	14.8%	i	3.2%	0.0	6.4%	8.0%	4.0	PMK inhibit pilot replicates=0.0;Spn MK inh pilot replicates=4.5;Spn DPM-DC inh pilot screen %=0.0
Cc1ccccc1-n1c(-c2cccnc2)n[nH]c1=S	9.3%	-4.9%	6.1%	i	3.0%	1.0	1.6%	2.7%	6.0
Cc1cc(C)cc(NC(=O)c2nnn(Cc3cc(C)ccc3C)c2N)c1	-8.6%	54.9%*	8.8%	i	10.5%	0.0	4.9%	58.9%*	5.0	PMK inhibit pilot replicates=0.5;Spn MK inh pilot replicates=0.0;Spn DPM-DC inh pilot screen %=0.0
O=C(NCc1cccnc1)c1cccc(NC(=O)c2ccco2)c1	6.8%	20.2%	1.9%	i	-7.0%	9.0	1.4%	20.1%	9.0
CCOc1nc(-c2ccc(OC)cc2)ccc1-c1noc(-c2cccnc2)n1	6.3%	-20.1%	3.0%	i	-2.3%	9.0	-1.2%	-11.5%	10.0
Cc1ccccc1Cn1c(CN2CCc3ccccc3C2)nc2c1c(=O)n(C)c(=O)n2C	4.5%	·	·	i	0.2%	12.0	·	·	7.0
COC(=O)CC(=O)CSc1nc(C)cc(C)c1C#N	8.1%	21.4%	13.1%	·	9.7%	8.0	3.2%	25.6%	2.0
COc1ccc(N2CCN(C(=O)C3CCCN(S(=O)(=O)c4cccc5cccnc45)C3)CC2)cc1 (centres undefined)	4.8%	-9.2%	10.0%	i	5.8%	0.0	-2.7%	-10.2%	1.0
O=C1CCN2C=Nc3cccc4ccc1c2c34	·	-9.4%	-8.0%	·	-4.3%	5.0	167.3%	-12.6%	0.0
O=C1c2ccccc2C(Nc2ccccc2F)N1c1cccnc1 (centres undefined)	1.1%	7.2%	7.0%	i	-4.0%	0.0	6.0%	1.6%	1.0
Cc1cc2cc(CNS(=O)(=O)c3ccccc3)ccc2n1C	-0.7%	8.3%	10.5%	i	-13.8%	15.0	7.8%	6.9%	8.0
O=C(NCc1ccc2c(c1)OCO2)c1cc2n(n1)C(C(F)(F)F)CC(c1ccc3c(c1)OCO3)N2 (centres undefined)	2.8%	21.6%	18.2%	i	·	25.0*	-2.1%	13.5%	0.0	PMK inhibit pilot replicates=5.5*;Spn MK inh pilot replicates=3.0;Spn DPM-DC inh pilot screen %=3.0
COc1ccc(OC)c(C2C(C(C)=O)=C(O)C(=O)N2CCN2CCOCC2)c1 (centres undefined)	-2.3%	3.1%	8.8%	i	1.8%	0.0	1.1%	1.9%	13.0
O=C(CSc1nnnn1-c1ccccc1)Nc1ccc(Cl)cc1	-1.0%	-16.4%	4.4%	i	1.5%	14.0	3.3%	-21.7%	7.0	PMK inhibit pilot replicates=0.0;Spn MK inh pilot replicates=0.0;Spn DPM-DC inh pilot screen %=0.0
O=C(NCCc1ccccc1)C1CCCN(S(=O)(=O)c2cccc3nsnc23)C1 (centres undefined)	13.1%	-1.0%	2.8%	i	1.8%	4.0	-1.2%	-0.3%	6.0
O=C(CN(Cc1ccc(F)cc1)S(=O)(=O)c1ccccc1)N1CCCCC1	·	-20.7%	15.1%	i	-2.3%	13.0	-3.3%	-6.0%	7.0
CSCC[C@H](NC(=O)C1CCN(S(=O)(=O)c2ccc(C)cc2)CC1)C(=O)NCC1CCCO1 (some centres undefined)	16.4%	-27.5%	4.6%	i	-1.8%	9.0	-1.3%	-23.4%	12.0
COc1ccc(Cl)cc1S(=O)(=O)N1CCN(C(=O)c2cc(OC)c(OC)c(OC)c2)CC1	·	-3.4%	4.8%	i	-2.5%	11.0	-7.9%	-17.0%	6.0
CCCCN(CC)CCNC(=O)c1cc2c(C)nc3ccccc3c2o1	9.6%	3.5%	16.2%	i	3.0%	8.0	8.0%	-0.4%	5.0	PMK inhibit pilot replicates=2.5;Spn MK inh pilot replicates=0.0;Spn DPM-DC inh pilot screen %=1.5
COC(=O)c1cn(C(=O)c2ccco2)c2ccccc12	·	8.6%	13.3%	i	-0.7%	2.0	2.1%	-1.9%	8.0
Cc1c(-c2nc(N)nc(Nc3ccccc3)n2)oc2ccccc12	6.0%	68.7%*	9.9%	i	4.5%	10.0	4.9%	52.8%*	0.0
Nc1nc(NCc2c(F)cccc2Cl)nn1-c1ccccc1	7.7%	11.8%	6.7%	i	2.4%	0.0	1.1%	-3.8%	8.0
CC(=O)N1CCN(Cc2nc3cc(NC(=O)C4CCCCC4)ccc3n2C)CC1	·	-13.8%	3.6%	i	3.8%	6.0	-3.7%	-0.9%	7.0
O=C(NCc1cccs1)c1cc(-c2cccs2)on1	-5.9%	0.1%	11.7%	i	-6.3%	10.0	-13.4%	-9.3%	8.0
CCNc1sc(C(=O)c2cccs2)c(N)c1C#N	·	-11.8%	12.4%	i	-2.3%	4.0	-0.4%	-12.7%	·
O=C(c1ccc(-c2cccc(C(F)(F)F)c2)o1)N1CCOCC1	5.3%	-2.7%	15.7%	i	0.9%	2.0	-8.3%	0.8%	5.0	PMK inhibit pilot replicates=1.5;Spn MK inh pilot replicates=0.0;Spn DPM-DC inh pilot screen %=0.0
O=C(CN1CC(=O)Oc2ccccc21)OCC(=O)c1ccccc1	12.1%	-0.7%	-37.2%	i	-0.2%	16.0	0.4%	8.5%	0.0
O=C(NCCc1ccccc1)c1ccc(-n2cnnn2)cc1	5.2%	-4.3%	3.9%	i	2.1%	5.0	-8.3%	-1.8%	4.0
CCCCOc1ccc(N(CC(=O)NC2CCCC2)C(=O)CCC(=O)Nc2ccccn2)cc1	·	34.1%	11.3%	i	-1.7%	7.0	-9.6%	11.4%	6.0	PMK inhibit pilot replicates=7.5;Spn MK inh pilot replicates=8.5;Spn DPM-DC inh pilot screen %=0.0

Fetched by compound from the list above:
SMILES	LYP inhibition	HPDE-C7K KRASV12	Alkaline phosphatase	Spn DPM-DC inh	HT1080 viability	PMK inhibit	Bfl-1 inhibitors	HPDE-C7 cytotoxicity	Spn MK inh	others
O=C(c1ccccc1)c1cc(-c2ccccc2)on1	·	7.9%	11.9%	i	3.4%	3.0	-4.1%	3.6%	0.0
CCSc1nnc(-c2cccc(S(=O)(=O)N(C)C)c2)n1-c1cc(OC)ccc1OC	8.5%	1.8%	7.8%	i	-3.3%	10.0	-2.5%	-1.1%	1.0

Hits appear at their usual frequency. Share with any hit: about 3.5%.
